PP1 counter = PP1-alpha phosphatase inhibitors, primary screen, counter-screen for PP5 inhibitor project, biochemical, fluorescence, OMFP substrate, single point. actives 0.9% (n = 320,000). inhibition, % at 6.7 µM. purified PP1alpha;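 active means inhibition above the mean inhibition of all tested compounds plus 3 SD, computed separately for each screening campaign, cut at about 15% in these data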
Target sequence (P62136 whole entry, looked up): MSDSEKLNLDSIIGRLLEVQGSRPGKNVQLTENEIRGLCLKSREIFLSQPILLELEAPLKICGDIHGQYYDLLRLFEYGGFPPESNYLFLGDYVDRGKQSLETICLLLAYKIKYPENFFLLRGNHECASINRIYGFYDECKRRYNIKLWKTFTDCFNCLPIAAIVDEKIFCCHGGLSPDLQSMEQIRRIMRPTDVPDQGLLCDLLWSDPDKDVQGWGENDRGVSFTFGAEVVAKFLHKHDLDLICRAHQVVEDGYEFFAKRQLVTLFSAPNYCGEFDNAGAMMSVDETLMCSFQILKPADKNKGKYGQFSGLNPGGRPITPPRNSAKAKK
HCV core dimer = inhibitors of HCV core protein dimerization, primary screen, biochemical, TR-FRET, high-throughput; TR-FRET GST/Flag-core106 dimerization, 1536-well; actives 0.33% (n = 300,000); inhibition, % at 5 µM;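 active means inhibition above the mean of all tested compounds plus 3 SD, set per screening campaign, cut at about 45% in these data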
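Assay system: tagged HCV core106 pair (GST and Flag); medium: KF-containing HEPES buffer, pH 7.45, DTT, CHAPS, BSA; also added: Eu donor and XL665 acceptor anti-tag antibodies; dosing: 5 µM single dose; timing: compound-protein-antibody incubation 4 h at 22.5 °C; signal: TR-FRET 671 and 617 nm emission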
TPT1 inh = Candida albicans TPT1 enzyme inhibitors, primary screen, biochemical, fluorescence polarization; tRNA 2'-phosphotransferase TPT1 (Candida albicans SC5314); recombinant caTPT1, FP RNA substrate dephosphorylation; inhibition, % at 5 µM; actives 0.81% (n = 300,000); AID 1962, 2009;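 active means inhibition above the mean of all tested compounds plus 3 SD, set per screening campaign, cut at about 24% in these data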;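 further: plate controls were DMSO alone for no effect and ferristatin control at 100 nM for full effect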
AHR activator = AHR activators, primary screen, cell-based, luminescence, luciferase reporter, human; Aryl hydrocarbon receptor (Homo sapiens), P35869; AHR-responsive luciferase reporter cells; activation, % at 5 µM; actives 2.5% (n = 320,000); in the data active means activation above about 47%;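 further: 0% = vehicle wells and 100% = reference agonist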
Fh CTSL1 inh = Fasciola hepatica cathepsin L1 inhibitors, primary screen, counter-screen for PFM18AAP inhibitor project, biochemical, QFRET, fluorogenic peptide substrate; recombinant F. hepatica cathepsin L1, Z-Leu-Arg-MCA fluorescence; inhibition, % at 5.96 µM; actives 0.49% (n = 300,000); AID 1906, 2009;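 active means inhibition above the mean of all tested compounds plus 3 SD, set per screening campaign, cut at about 17% in these data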;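 further: 0% = plate median of test compound wells and 100% = 1 µM Z-Phe-Ala-diazomethylketone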
PAFAH2 inh = PAFAH2 enzyme inhibitors, primary screen, biochemical, fluorescence polarization, human. inhibition, % at 3.39 µM. Platelet-activating factor acetylhydrolase 2, cytoplasmic (Homo sapiens), Q99487. recombinant PAFAH2, FP-rhodamine activity probe. actives 0.99% (n = 340,000);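 active means inhibition above the mean over all tested compounds plus 3 SD, cut at about 30% in these data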;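 further: inhibitors block probe labeling of enzyme so polarization drops; 0% = enzyme with DMSO and 100% = wells lacking PAFAH2 protein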
PP5 primary = PP5 phosphatase inhibitors, primary screen, biochemical, fluorescence; inhibition, % at 6.7 µM; Serine/threonine-protein phosphatase 5 (Homo sapiens), P53041; actives 0.18% (n = 320,000); purified PP5c, OMFP substrate fluorescence; AID 1987, 2009;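 active means inhibition above the campaign's mean inhibition across all tested compounds plus 3 SD, cut at about 9.5% in these data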;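 further: 0% = DMSO only and 100% = 100 µM cantharidin control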
proCasp3 act = activators of human procaspase-3 D3A mutant, primary screen, biochemical, absorbance, PC-3 D3A mutant, single concentration; recombinant procaspase-3 D3A, Ac-DEVD-pNA absorbance 405 nm; AID 463141, 2010; Caspase-3 (Homo sapiens), P42574; activation, % at 8.5 µM; actives 0.11% (n = 330,000);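 active means activation above the mean of all tested compounds plus 3 SD, cut at about 21% in these data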;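 further: 0% = DMSO alone and 100% = DMSO wells spiked with extra 5 µM PC-3 D3A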
Target sequence (P42574 whole entry D9A/D28A/D175A): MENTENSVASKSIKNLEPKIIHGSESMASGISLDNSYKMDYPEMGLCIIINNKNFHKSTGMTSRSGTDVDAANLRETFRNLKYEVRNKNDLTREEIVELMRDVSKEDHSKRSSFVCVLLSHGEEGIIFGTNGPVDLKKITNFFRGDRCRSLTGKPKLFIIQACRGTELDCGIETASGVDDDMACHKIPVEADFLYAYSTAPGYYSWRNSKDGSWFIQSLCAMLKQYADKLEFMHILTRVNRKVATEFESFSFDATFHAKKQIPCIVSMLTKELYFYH
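System: Procaspase-3 D3A mutant. Medium: Zinc-free 300 mM NaCl, 50 mM HEPES, 0.01% Triton X-100. Schedule: 1 h preincubation plus 2 h reaction at 25 °C. Measured by: 405 nm absorbance of p-nitroaniline, reads at 0 and 120 min. Read-out: percent activation relative to control range.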
procasp7 counter = procaspase-7 activators, primary screen, counter-screen for procaspase-3 activator project, biochemical, absorbance, HTS, human. recombinant procaspase-7, Ac-DEVD-pNA absorbance 405 nm; D23A/D198A/D206A triple mutant, cannot self-cleave; scale: DMSO 0, 5 µM enzyme 100. Caspase-7 (Homo sapiens), P55210. actives 0.093% (n = 330,000). activation, % at 8.5 µM;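 active means percent activation above the screen-wide mean plus 3 SD, cut at about 25% in these data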
Target sequence (P55210 whole entry D23A/D198A/D206A): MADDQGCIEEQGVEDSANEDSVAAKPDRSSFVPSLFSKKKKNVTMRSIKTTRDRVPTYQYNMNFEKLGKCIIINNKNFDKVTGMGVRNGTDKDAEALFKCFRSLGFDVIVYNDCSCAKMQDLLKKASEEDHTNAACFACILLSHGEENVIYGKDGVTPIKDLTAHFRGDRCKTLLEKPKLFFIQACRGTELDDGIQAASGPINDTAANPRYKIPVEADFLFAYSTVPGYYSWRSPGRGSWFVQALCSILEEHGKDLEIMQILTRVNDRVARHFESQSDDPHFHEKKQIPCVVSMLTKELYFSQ
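Assay system: Uncleavable procaspase-7 mutant enzyme | Input: 2 µM procaspase-7 mutant as dispensed | Timing: 1 h compound preincubation, 2 h substrate cleavage, 25 °C | Repeats: One well per compound | Control set: DMSO wells as 0%, DMSO with 5 µM added PC-7 as 100% | Technique: Epi-absorbance of released pNA at 405 nm, two timepoints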
* = called active by the depositor; . = not tested or not shown. The order is random; any-hit rate near 5.6%.

SMILES | PP1 counter | HCV core dimer | TPT1 inh | AHR activator | Fh CTSL1 inh | PAFAH2 inh | PP5 primary | proCasp3 act | procasp7 counter
O=C(NCCCn1ccnc1)c1ccc(S(=O)(=O)Nc2ccccc2)cc1 | 1 | -3 | -2 | 5 | 2 | 7 | -1.1 | 6 | 4
CC1Cc2nc(SCC(N)=O)n(Cc3ccccc3)c(=O)c2S1 (configuration not stated) | -3 | 8 | -3 | 4 | 3 | 2 | 0.4 | -3 | 3
CCOC(=O)c1sc2nc3c(cc2c1N)COC(C(C)C)C3 (configuration not stated) | 0 | -2 | -2 | -5 | 0 | 6 | 2.2 | 7 | -5
Cc1ccc(N(CC(=O)NC(C)(C)C)C(=O)CNC(=O)c2cccs2)c(C)c1 | -2 | 2 | 0 | 2 | 8 | 0 | 0.6 | 2 | 0
O=C1c2ccccc2-c2c1cccc2C(=O)N1CCCCCC1 | -1 | 9 | -5 | 0 | -1 | -3 | 0.0 | 3 | -1
N#C/C(=C\c1coc2ccccc2c1=O)C(N)=S | 0 | 2 | 0 | 3 | 0 | -4 | 2.7 | -5 | -16
CCOC(=O)c1sc(NC(=O)c2cccnc2)c(C#N)c1C | -4 | -4 | -3 | 1 | 1 | 3 | -3.0 | -1 | 3
Cc1ccc(Cl)cc1NC(=O)c1ccc(NC(=O)CCC(=O)O)cc1 | -2 | -3 | 0 | 2 | 1 | 3 | 0.4 | -6 | 11
CCC1CCCCN1C(=O)c1cc(COc2ccc3ncccc3c2)on1 (configuration not stated) | 0 | 3 | 4 | -5 | -1 | -2 | 0.7 | 1 | 7
COc1ccc(C2=NOC3(CC(=O)N(c4ccc(F)cc4)C3=O)C2)cc1 (configuration not stated) | -1 | 1 | 1 | -1 | 5 | -12 | 0.6 | -3 | 5
CCOc1ccc2oc(C(=O)NC3CC(C)(C)NC(C)(C)C3)c(C)c2c1 | 6 | -5 | -6 | 3 | 2 | 5 | -1.9 | 0 | -1
O=C(C1CCCN1S(=O)(=O)c1cccc2nsnc12)N1CCCCCC1 (configuration not stated) | -6 | -3 | -1 | 0 | -1 | 4 | 0.8 | -1 | 7
C/C(=N/NC(=O)CC1N=C(Cc2ccccc2)NNC1=O)c1cccnc1 (configuration not stated) | 4 | 4 | 0 | 62* | 2 | -2 | -0.4 | 3 | -3
Cc1cc(Nc2ccc(C(C)C)cc2)n2ncnc2n1 | -5 | 5 | 0 | 1 | -1 | -4 | 0.6 | 1 | 3
CCOC(=O)Cc1csc(NC(=O)c2ccc(NC(C)=O)cc2)n1 | -3 | -4 | 4 | 2 | 0 | 0 | 2.1 | 3 | 13
Cc1cc(Br)c(OCc2ccc(C(=O)N/N=C3\CC(=O)CC(C)(C)C3)cc2)c(Br)c1 | 7 | 16 | 1 | 6 | 1 | 0 | -1.4 | 3 | -5
O/N=C1/CCCCc2sccc21 | 1 | -6 | -4 | 1 | -1 | -9 | 0.7 | 3 | -3
C/C(CC(=O)NCc1ccco1)=N\NC(=O)Cc1cccc2ccccc12 | -3 | 3 | 2 | 6 | 1 | -5 | 1.6 | -1 | 3
CCOc1ccc(C(CC(=O)O)NC(=O)COc2ccc3ccccc3c2)cc1OC (configuration not stated) | -2 | -1 | -2 | 3 | 1 | 2 | -0.7 | 3 | -4
O=c1cc(CN2CCCc3ccccc32)nc2sccn12 | 1 | 2 | -124 | 29 | 0 | 12 | -4.5 | -6 | -6
Cc1ccc(C)c(S(=O)(=O)NCc2ccncc2)c1 | -3 | -2 | -4 | 2 | -2 | 1 | -3.3 | -3 | 4
COc1ccc(Cn2c(/C=C/c3ccccc3)nc3ccccc32)cc1 | 3 | 2 | -3 | 12 | 3 | -6 | 3.6 | 6 | 20
CC(NC(=O)COC(=O)CCc1nc2ccccc2c(=O)[nH]1)c1ccccc1 (configuration not stated) | 0 | -1 | -1 | 0 | -2 | 2 | -1.3 | 1 | 1
O=C(NCC(=O)N1CCN(S(=O)(=O)/C=C/c2ccccc2)CC1)c1ccc(Cl)cc1 | -2 | 0 | 0 | -1 | 0 | 8 | 0.1 | 4 | 11
CCCCOc1ccc(S(=O)(=O)N2CCN(C)CC2)cc1 | 0 | -2 | 0 | 0 | -2 | 12 | 3.6 | 0 | 4
COC(CN(C)C(=O)C1CCC(CNS(=O)(=O)c2ccc(C)cc2)CC1)OC (configuration not stated) | 4 | 1 | 1 | 0 | -2 | -1 | 0.3 | -9 | -5
CCOC(=O)c1cc(NC(=O)N(C(C)C)C(C)C)c(C)nc1C | -4 | -2 | -3 | 8 | 5 | 4 | -0.5 | 0 | -8
O=C(Nc1cccc2nsnc12)c1ccc2c(c1)OCO2 | -1 | 5 | -5 | 118* | -2 | -5 | 2.2 | -20 | -20
CCCCOC(=O)c1ccc(NC(=O)CSc2nnnn2C)cc1 | -1 | -1 | 5 | 4 | 2 | 12 | 1.5 | 3 | -3
COc1ccccc1C(=O)Nc1ccnn1C1CCN(Cc2cc(C)c(C)cc2C)CC1 | -2 | 5 | 3 | 1 | 5 | 3 | 0.3 | -1 | -6
CCCCN(C(=O)c1[nH]c(C)c(C(=O)OCC)c1C)c1c(N)n(CCCC)c(=O)[nH]c1=O | -1 | -2 | 0 | 1 | 0 | 5 | -0.7 | 7 | 4
COCC(=O)N/N=C/c1ccc(Sc2nc3ccccc3s2)o1 | 4 | -7 | 2 | 86* | -4 | 4 | 1.0 | -3 | -5
COc1ccc(NC(=O)CC2Nc3cc(C)c(C)cc3NC2=O)c([N+](=O)[O-])c1 (configuration not stated) | 1 | -4 | -1 | 61* | -4 | -1 | -0.8 | 1 | 9
CCOc1ccc(CNC(=O)CCS(=O)(=O)Cc2ccc(C)cc2)cc1OC | -4 | 0 | 4 | 1 | 1 | 1 | 1.7 | -2 | 8
CCOC(=O)c1sc2c(c1C)C(c1cccs1)C1=C(CCCC1=O)N2 (configuration not stated) | 4 | 6 | -2 | 0 | 8 | 6 | 4.3 | 23* | 40*
CCn1c(SCC(=O)N2CCCc3ccccc32)nnc1-c1c[nH]c2ccccc12 | -2 | 6 | -3 | 3 | -3 | -2 | 2.6 | 1 | -5
COc1ccc(CCC(=O)NCCS(=O)(=O)N2CCN(c3ccc(OC)cc3)CC2)cc1 | -4 | 0 | -2 | 0 | -1 | -2 | -1.0 | 2 | 6
CCn1nc(NS(=O)(=O)c2ccc([N+](=O)[O-])cc2)c2cc3ccccc3nc21 | 6 | -7 | -4 | 7 | 1 | 8 | 0.1 | 1 | -3
O=C(O)c1cc(NS(=O)(=O)c2cccc3nsnc23)cc(C(=O)O)c1 | -2 | 4 | -1 | -1 | -1 | 0 | -1.1 | 8 | 13
COc1c(C)oc2cc(O)ccc2c1=O | -3 | 0 | -1 | -2 | 1 | -2 | 2.5 | -4 | 1

Some entries already given, limited to Fh CTSL1 inh and procasp7 counter:
canonical_smiles | Fh CTSL1 inh | procasp7 counter
CCn1c(SCC(=O)N2CCCc3ccccc32)nnc1-c1c[nH]c2ccccc12 | -3 | -5
COc1ccc(CCC(=O)NCCS(=O)(=O)N2CCN(c3ccc(OC)cc3)CC2)cc1 | -1 | 6
CCn1nc(NS(=O)(=O)c2ccc([N+](=O)[O-])cc2)c2cc3ccccc3nc21 | 1 | -3
O=C(O)c1cc(NS(=O)(=O)c2cccc3nsnc23)cc(C(=O)O)c1 | -1 | 13

The results go on:
SMILES | PP1 counter | HCV core dimer | TPT1 inh | AHR activator | Fh CTSL1 inh | PAFAH2 inh | PP5 primary | proCasp3 act | procasp7 counter
COc1cc(OC)nc(NC(=O)CSc2nc3ccccc3o2)n1 | 2 | 1 | 2 | -1 | -5 | 4 | -1.3 | -1 | 14
Cc1cnc(NC(=O)Cc2ccc(C)c(C)c2)s1 | -2 | 8 | 2 | 6 | 0 | 0 | 2.2 | 0 | -3
CC1(C)Cc2c(cnn2-c2ccccc2)C(NC(=O)CCCN2CCCC2=O)C1 (configuration not stated) | -2 | 4 | -2 | -3 | 1 | 8 | 1.9 | 6 | 6
Cc1cccc(C)c1NC(=O)CNC(=O)C1CCCN(C(=O)c2ccc(Cl)cc2)C1 (configuration not stated) | -8 | . | . | 0 | . | -6 | 0.1 | 10 | 9
COc1ccccc1Nc1nc2ccccc2[nH]1 | 1 | -16 | -2 | 119* | 0 | -1 | -0.6 | 0 | -5
Cc1cc(Cl)n2nc(C)c(-c3ccc(Cl)cc3)c2n1 | 4 | 0 | -1 | -2 | 4 | -1 | -0.8 | -1 | 1
CCOc1ccc(NC(=O)Nc2ccc3nsnc3c2)cc1 | -3 | -3 | -2 | 7 | 4 | -5 | 3.3 | 0 | -3
COCCn1c(SCC(=O)Nc2ccc(Cl)c(S(=O)(=O)N(C)C)c2)nc2ccccc21 | -1 | 7 | 1 | -1 | -1 | -2 | 3.0 | 0 | 4
O=C(CSc1nc(-c2ccco2)cc(C(F)(F)F)n1)NC1CCCC1 | -3 | -1 | 1 | 0 | 0 | 8 | 1.6 | 2 | 6
CCOC(=O)CNC(=O)c1ccccc1Br | 2 | 1 | -3 | 3 | 1 | 0 | -1.6 | -3 | 10
CC1CCCC(NC(=O)c2ccc(COc3ccccc3)o2)C1C (configuration not stated) | -7 | 5 | 1 | 2 | -3 | -1 | 4.6 | -6 | 3
CCn1cnc2cc(NCc3ccc(N(C)C)cc3)ccc21 | 3 | -6 | -1 | 0 | -1 | 2 | -1.1 | 6 | 6
COCCNc1nc2nonc2nc1N1C[C@H]2CC[C@H]1C2 | -2 | 0 | -5 | 4 | -3 | -4 | 0.0 | 2 | 9
COC(=O)c1sc(NC(=O)/C=C/c2ccc(C)o2)nc1C | -1 | -2 | 13 | 2 | 2 | -3 | 0.3 | -9 | 0
CCOC(=O)C1CCCN(C(=O)Cc2ccc(C)cc2)C1 (configuration not stated) | 1 | -5 | 2 | 1 | -3 | 0 | 0.6 | 10 | 6
COc1ccc(C(C)=O)cc1COC(=O)C1CC(=O)N(Cc2ccccc2)C1 (configuration not stated) | 0 | 10 | 2 | 4 | -38 | 2 | -0.7 | -10 | 11
